High-throughput results as filed in PubChem BioAssay.
BLM inh – blocks DNA unwinding by human BLM helicase; Potency, µM (doses to about 56.1 µM), for the others: at the top dose activity change, negative = inhibition, usual class: inhibitors; recombinant BLM DNA unwinding, fluorescence dequenching; 350,000 tested, 0.2% active; P54132;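 note: potency is the fitted concentration of half-maximal effect; plate controls were vehicle for no effect and no enzyme for full effect; nearly all actives have a fitted effect of over 35% in size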
Pol iota inh – inhibitors of human DNA polymerase iota; Q9UNA4; Pol iota fluorescent replication assay, 10 min; Potency, µM (titrated, usually from 115 µM), without a hit: top-dose activity, negative = inhibition, hits mostly inhibitors; 390,000 tested, 1% active; note: potency is the fitted concentration of half-maximal effect
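Pol iota at 10 nM preincubated 15 min with compounds at room temperature; reaction started with fluorescent substrate, 50 nM final. Fluorescence read kinetically at 0 and 10 min; buffer-only wells as negative control.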
APEX1 inh – APE1 (human) endonuclease inhibition. P27695. Potency, µM (series often up to 65.8 µM), for the others: top-dose activity change, negative = inhibition, usual class: inhibitors. AID 2517. recombinant APE1, TAMRA/BHQ-2 abasic DNA cleavage fluorescence. 350,000 tested, 0.35% active;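 note: potency is the fitted concentration of half-maximal effect; plate controls were vehicle for no effect and reference inhibitor for full effect; nearly all actives have a fitted effect of over 55% in size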
Target sequence (P27695 whole entry, looked up): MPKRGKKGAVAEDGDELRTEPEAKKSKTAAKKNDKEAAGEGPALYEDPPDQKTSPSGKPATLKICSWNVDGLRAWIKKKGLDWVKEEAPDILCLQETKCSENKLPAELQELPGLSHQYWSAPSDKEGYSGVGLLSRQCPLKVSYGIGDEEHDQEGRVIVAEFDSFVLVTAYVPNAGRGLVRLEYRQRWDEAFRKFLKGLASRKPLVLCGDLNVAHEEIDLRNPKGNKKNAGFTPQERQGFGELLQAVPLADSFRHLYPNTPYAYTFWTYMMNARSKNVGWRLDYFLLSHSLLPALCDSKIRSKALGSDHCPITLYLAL
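Activity was derived from the fluorescence gain between first and third kinetic reads (60 s intervals, ex 525/em 598 nm) after 50 nM THF-abasic TAMRA/BHQ-2 duplex was added to 0.75 nM APE1 preincubated 15 min with compound.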
POLH inh – DNA polymerase eta (human) inhibition; recombinant Pol eta, fluorescent DNA replication assay; Potency, µM (top dose mostly 114 µM), for inactives: top-dose activity change, negative = inhibition, usual class: inhibitors; 390,000 tested, 1.2% active; AID 588591; note: potency is the fitted concentration of half-maximal effect; % is set by controls: 0 for no effect and ±100 for the full control effect
Target sequence (Q9Y253 whole entry, looked up): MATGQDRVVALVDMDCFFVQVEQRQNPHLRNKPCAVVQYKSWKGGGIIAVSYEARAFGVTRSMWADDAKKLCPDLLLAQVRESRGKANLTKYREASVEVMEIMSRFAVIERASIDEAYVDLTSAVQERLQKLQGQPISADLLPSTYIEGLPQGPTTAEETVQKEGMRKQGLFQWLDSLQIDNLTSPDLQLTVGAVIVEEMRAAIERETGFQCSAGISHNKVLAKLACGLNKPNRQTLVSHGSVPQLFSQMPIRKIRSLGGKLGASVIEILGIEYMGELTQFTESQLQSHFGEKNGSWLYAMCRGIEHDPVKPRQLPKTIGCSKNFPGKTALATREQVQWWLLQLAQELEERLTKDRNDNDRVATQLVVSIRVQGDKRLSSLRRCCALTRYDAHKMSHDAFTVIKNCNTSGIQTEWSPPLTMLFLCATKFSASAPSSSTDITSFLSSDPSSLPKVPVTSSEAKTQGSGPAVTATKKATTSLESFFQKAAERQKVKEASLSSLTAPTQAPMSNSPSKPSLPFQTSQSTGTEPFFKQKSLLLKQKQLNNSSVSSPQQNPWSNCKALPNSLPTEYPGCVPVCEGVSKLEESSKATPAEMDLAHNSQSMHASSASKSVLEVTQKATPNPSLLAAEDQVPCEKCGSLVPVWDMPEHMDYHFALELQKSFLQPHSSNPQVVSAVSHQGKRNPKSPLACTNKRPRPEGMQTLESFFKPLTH
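Fluorescent replication assay: 50 nM final substrate added after a 15 min room-temperature compound preincubation with 10 nM enzyme. Signal taken at 0 min and again at 10 min.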
Pol beta inh – DNA polymerase beta (human) inhibition. P06746. Pol beta primer extension/strand displacement, fluorescence kinetic. Potency, µM (highest dose often 114 µM), without a hit: top-dose activity change, negative = inhibition, hits mostly inhibitors. 340,000 tested, 1.3% active; note: potency is the fitted concentration of half-maximal effect; % is set by controls: 0 for no effect and ±100 for the full control effect
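Kinetic readout of DNA synthesis with strand displacement by Pol beta. Compound and 10 nM enzyme sit 15 min at room temperature; 50 nM substrate starts the reaction, read immediately and at 10 min.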
Apoferritin bind – binds horse apoferritin like a general anesthetic. P02791. 350,000 tested, 0.074% active. Potency, µM (top dose mostly 77.5 µM), inactives show at the top dose activity change, negative = displacement, actives largely listed as inhibitors. apoferritin/1-aminoanthracene competitive binding, fluorescence; note: potency is the fitted concentration of half-maximal effect; % is set by controls: 0 for no effect and ±100 for the full control effect; nearly all actives have a fitted effect of over 20% in size
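Read-out: endpoint 1-AMA fluorescence, excitation 380 nm and emission 535 nm, after compounds sit 10 min at room temperature with 10 uM horse-spleen apoferritin in 50% saturated 1-AMA/PBS. Values come from four-parameter Hill fits.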
Glioma ERSR ind – ER stress response induction in glioma; 420,000 tested, 0.02% active; AID 602332; U87-MG GRP78 promoter luciferase reporter, 16 h; Potency, µM, for inactives: at the top dose activation, hits mostly activators; note: potency is the fitted concentration of half-maximal effect; series mostly up to about 76 µM; % of control where 0% means no effect; nearly all actives have a fitted effect of over 35% in size
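Stably transfected U87-MG human glioma cells carrying a GRP78-based luminescent sensor were seeded at 1000 cells/well, pin-dosed with compounds and incubated 16 h. Luciferase reagent was then added, and end-point luminescence was read after 10 min at room temperature.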
LDHA inh – blocks human lactate dehydrogenase A | purified LDHA, NADH/diaphorase-resazurin fluorescence; active compounds read low | activity change, % (values are at about 110 or 230 µM) | 480,000 tested, 0.15% active | AID 1347041; in the data active = activity change below about -30%; inconclusive = mostly about -25% to -30%;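 note: plate controls were DMSO wells for no effect and wells without enzyme for full effect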
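Enzyme activity of human lactate dehydrogenase 5 (2 nM; 0.06 mM NADH, 0.2 mM pyruvate, 5 min, RT) is measured via a resazurin/diaphorase fluorescence readout of residual NADH.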
Pol kappa inh – blocks human DNA polymerase kappa activity; Potency, µM (titrated, usually from 107 µM), inactives show top-dose activity, negative = inhibition, hits mostly inhibitors; Q9UBT6; purified Pol kappa, fluorescent DNA synthesis assay, 10 min; 400,000 tested, 0.53% active; note: potency is the fitted concentration of half-maximal effect; % is set by controls: 0 for no effect and ±100 for the full control effect
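Here, compound and 10 nM enzyme are combined for 15 min at room temperature; adding 50 nM substrate (final) starts DNA synthesis, tracked by fluorescence at 0 and 10 min against buffer-only wells.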
The depositor's hits bear a star; ? = inconclusive; . = no result given; & = joins results of further samples; [ ] = dose if it differs, or a comment. Unless noted, calls come from the whole dose curve; as a rule, active = well fitted curve in the direction sought with a large enough effect; inconclusive = small, poorly fitted or top-dose-only effect, or another doubt; inactive = no such curve, though single readings can be large; an effect the other way counts as inactive or inconclusive. Some of the compounds tested (hit frequency here may not be typical).

Molecule	BLM inh	Pol iota inh	APEX1 inh	POLH inh	Pol beta inh	Apoferritin bind	Glioma ERSR ind	LDHA inh	Pol kappa inh
Cc1cc(C)c2nc(-c3ccccn3)cc(C(=O)Nc3ccc(S(=O)(=O)Nc4cc(C)on4)cc3)c2c1	?	?	?	28µM*	50µM*	?	-1%	-10	?
CNC(=O)c1ccc(NC(=O)C2CCN(c3ncnc4sc(C)c(C)c34)CC2)cc1	4%	10%	-3%	-9%	85%	-5%	-4%	0	5%
O=C(NCCSc1c(-c2ccccc2)[nH]c2ccccc12)c1cc2ccccc2oc1=O	-6%	-30%	0%	-16%	20%	-4%	1%	0	6%
O=C(Nc1c(Cl)cc(Cl)cc1-c1nc2ccccc2s1)c1ccc(Br)o1	-6%	5%	-5%	-13%	8%	5%	1%	-6	-9%
C=CCC1(O)C=CCC2C3C4C(OC(C)(C)C)C2C1C34 (stereo not given)	-1%[12.4 µM]	.	6%[12.4 µM]	.	.	-5%[15.3 µM]	-6%	.	.
c1ccc(C(Nc2cccnc2)c2ccccc2)cc1	.	-20%	.	-22%	.	.	1%	0	-2%
Cc1[nH]c(=O)[nH]c(=O)c1S(=O)(=O)N1CCCC(C(=O)NCc2ccc3c(c2)OCO3)C1 (stereo not given)	3%	75%[activator]	1%	-19%	30%	-2%	-4%	-4	-1%
Cn1c(=O)[nH]c(=O)c2c1nc(Br)n2Cc1ccccc1Cl	-2%	2%	4%	-8%	3%	-18%	-5%	-6	-14%
COc1ccc(CCNC(=O)Cn2c(=O)c3cccn3c3ccc(F)cc32)cc1OC	0%	25%	.	-23%	-22%	-4%	-5%	0	-2%
C=CCN(C(=O)CCC(=O)O)C1CC(=O)N(c2ccc(OCCC)cc2)C1=O (stereo not given)	-2%	23%	-1%	-24%	0%	1%	-6%	-4	-1%
Cc1c(O)ccc2c3c(c(=O)oc12)CCC(C)C3 (stereo not given)	-1%	6%	0%	-10%	74%	88%[activator]	-3%	-4	-13%
CCN(Cc1ccncc1)C(=O)C1CCC(=O)N(Cc2ccc(Cl)cc2)C1 (stereo not given)	-6%	19%	0%	-12%	1%	-2%	-3%	0	-4%
C=CCn1c(SCc2nc3ccccc3[nH]2)nnc1-c1cccc(OC)c1	1%	-3%	1%	-12%	19%	-15%	0%	-2	4%
CS(=O)(=O)c1ccc(Cl)c(NC(=O)COC(=O)c2ncc(Cl)c(Cl)c2Cl)c1	.	27%	20%	-4%	.	.	-7%	-11	-6%
CC1(C)CCC(=O)c2ccccc21	.	85%[activator]	.	8%	.	.	-1%	-3	-11%
Cc1ccc(CNS(=O)(=O)c2ccc(C(C)(C)C)cc2)n1C	-14%	61%[activator]	14%	-20%	10%	-14%	-2%	-3	-3%
O=C(N/N=C/c1ccncc1)c1cccc([N+](=O)[O-])c1	-3%	.	1%	.	-10%	0%	.	.	.
C#CC(C)OC(=O)c1nnc2c3ccccc3n(COC)c2n1 (stereo not given)	0%[12.4 µM]	.	22%[12.4 µM]	.	.	-8%[15.3 µM]	-6%	.	.
CC(C)(C)OC(=O)NNC(=S)NCc1ccc(Cl)cc1	-3%	-2%	-4%	-17%	0%	-18%	-1%	-4	-6%
CC(=O)OC(C)(C)C1Cc2cc3ccc(=O)oc3cc2O1 (stereo not given)	-1%&0%	2%	5%&-2%	-7%	5%	-2%&-6%	3%&3%	-10	-3%

The list continues.
Molecule	BLM inh	Pol iota inh	APEX1 inh	POLH inh	Pol beta inh	Apoferritin bind	Glioma ERSR ind	LDHA inh	Pol kappa inh
COc1cc2c(cc1OC)C(COc1ccccc1OC)N(C(=O)c1ccco1)CC2 (stereo not given)	-9%	89%[activator]	16%	-17%	-2%	-9%	-2%	1	2%
COCCCn1cnc2c(c1=O)c1nc3ccccc3nc1n2-c1ccc(C)cc1	0%	6%	-5%	-5%	35µM*	-12%	3%	2	-11%
CCOC(=O)C1CCN(C(=O)CCc2ccc(S(=O)(=O)NC(C)C)cc2)CC1	-2%	-29%	-10%	-4%	0%	-13%	-5%	-15	-9%
Cc1ccc(-c2csc(=Nc3ccccc3)n2CCCO)cc1	-8%	10%	.	-17%	7%	-8%	-6%	2	4%
O=C(CCCn1c(=O)oc2ccccc21)NNC(=O)COc1ccc(F)cc1	.	14%	14%	2%	.	.	?	-7	2%
Cc1cc(C(=O)NCc2ccco2)cs1	-1%	?	-8%	-2%	0%	21%	1%	0	-12%
CCCOc1ccc(CNC(=O)C(CC)n2nc(C)c3sc4ccccc4c3c2=O)cc1 (stereo not given)	-5%	27%	.	-15%	2%	2%	-2%	1	-14%
O=C(/C=C/Nc1ccccc1Oc1ccccc1)c1ccco1	-16%	43%[activator]	6%	-11%	?	?	-7%	-3	-29%
COc1ccccc1C(CC(=O)O)c1ccc2c(c1)OCO2 (stereo not given)	-4%	-1%	41%	-6%	24%	-4%	-3%	1	6%
CCN(CC)CCSc1nc(O)c(-c2ccccc2)c(=O)[nH]1	0%	7%	-4%	1%	8%	-6%	-1%	0	-13%
Cc1ccc(NC(=O)CSc2nc3sc(C)cc3c(=O)n2C)cc1	-1%	16%	32%[12.4 µM]	3%	10%	-3%	-1%	-7	-11%
COc1cc(Nc2ncc3c(n2)CCN(Cc2cc(F)cc(F)c2)C3)cc(OC)c1	-2%	-10%	.	.	3%	18%	.	-5	-6%[60.1 µM]
Cc1ccc2nc(SCC(=O)Nc3c(C)n(C)n(-c4ccccc4)c3=O)[nH]c2c1	-1%	11%	-3%	-7%	-2%	-15%	0%	-5	-6%
Cc1ccc(Nc2nnc(SC(C)C(=O)NCC3CCCO3)s2)cc1 (stereo not given)	.	13%	-9%	-13%	.	.	2%	-2	-4%
Cc1ccc(S(=O)(=O)NCc2ccccc2)cc1C(=O)NCC1CCCO1 (stereo not given)	.	?	-6%	?	.	.	-2%	-4	-27%
CC1=NN(c2cccc(F)c2)C(=O)/C1=C/c1ccc(N(C)C)cc1	-2%	144%[activator]	-9%	1%	15%	-6%	-1%	-7	-2%
C/C(=N\OCC(=O)N/N=C/c1ccccc1)c1cccs1	-1%	-5%	6%	-4%	-1%	?	2%	-3	-6%
COc1ccc(C(=O)NCC(=O)OCC(=O)c2ccc3c(c2)NC(=O)CO3)cc1	-6%	36%[activator]	-6%	-19%	0%	?	-2%	-2	-10%
CCCN(CCC)S(=O)(=O)c1ccc(C(=O)N2CCN(C)CC2)cc1	-3%	153%[activator]	20%	9%	-13%	-5%	-3%	-10	-8%
CCOC(=O)c1[nH]cnc1C(=O)Nc1cccc(Cl)c1	-4%	47%[activator]	1%	-12%	-23%	-3%	-2%	-10	-4%

Shown as a hit in POLH inh (from the list above):
Compound | BLM inh | Pol iota inh | APEX1 inh | POLH inh | Pol beta inh | Apoferritin bind | LDHA inh | Pol kappa inh
Cc1cc(C)c2nc(-c3ccccn3)cc(C(=O)Nc3ccc(S(=O)(=O)Nc4cc(C)on4)cc3)c2c1 | ? | ? | ? | 28µM* | 50µM* | ? | -10 | ?

New compounds follow.
Molecule	BLM inh	Pol iota inh	APEX1 inh	POLH inh	Pol beta inh	Apoferritin bind	Glioma ERSR ind	LDHA inh	Pol kappa inh
CCOc1ccc(C(=O)n2cc(C(=O)OC)c3ccccc32)cc1	-9%	-8%	15%	-16%	0%	-3%	-3%	1	0%
COc1ccc(C(=O)Nc2ccnc(-c3cccnc3)n2)cc1	1%	12%	1%	3%	40%	-9%	1%	-8	-4%
Cc1cc(C)cc(OCC(=O)OCCN2C(=O)c3ccccc3C2=O)c1	-7%	-16%	-3%	-16%	0%	?	-7%	1	-16%
COc1ccc(CCC(=O)NNC(=S)Nc2cccc(C(C)=O)c2)cc1	-3%	70%[activator]	1%	11%	1%	-8%	-1%	-8	0%
CSCC[C@H](NC(=O)OC(C)(C)C)C(=O)NCC1CCC(C(=O)O)CC1 (stereo not given in full)	-4%	-6%	-2%	?	16%	-1%	0%	0	-1%
Cc1cccc(C)c1NC1=NC2(CCCCC2)N=C(N)N1	1%	6%	-1%	2%	57%	-5%	5%	0	-17%
COc1ccc(N2CCN(S(=O)(=O)CCNC(=O)C3CC3)CC2)cc1	.	25%	34%	-18%	.	.	5%	-1	6%
Cc1ccc(S(=O)(=O)N2CCOCC2)cc1NC(=O)COC(=O)c1cccnc1Cl	-2%	67%[activator]	1%	-28%	-5%	-17%	-3%	-3	-9%
CCN(CC)CCn1c2ccccc2c2cnc(N)c(C#N)c21	181%[activator]	?	-12%	?	14µM*	-9%	3%	-4	?
Cc1c(C(=O)NCc2ccccc2CN2CCCC2)oc2c(F)cccc12	.	12%	22%	-20%	.	.	-6%	0	6%
COC(=O)CSc1nc(N)c(C#N)c(-c2ccc(O)cc2)c1C#N	-8%	34%[activator]	4%	-22%	14%	-11%	-19%	-3	-11%
CC1(C)CSC(=NCc2ccccc2)N1C(=O)c1cccc([N+](=O)[O-])c1	6%	6%	0%	-7%	15%	-18%	11%	1	-7%
CC(=O)c1cnn(-c2cc(Oc3ccc(F)cc3)ncn2)c1C	-3%	-7%	3%	6%	28%	1%	-2%	-4	-17%
CC(OC(=O)c1cccc(-n2cnnn2)c1)c1nc2ccccc2c(=O)[nH]1 (stereo not given)	.	4%	0%	-2%	.	.	1%	-5	-11%
CCOC(=O)C1(Cc2ccccc2Cl)CCN(C(=O)c2cnccn2)CC1	-3%	42%[activator]	0%	-19%	7%	-10%	12%	0	0%
O=C(Nc1ccc(Cl)cc1F)C1CC(=O)N(Cc2ccco2)C1 (stereo not given)	.	-6%	3%	15%	.	.	-1%	-2	-18%
CCC(=O)c1ccc(OCC(=O)NCCc2ccccn2)cc1	-2%	-6%	-4%	-8%	40%	2%	-3%	-1	7%
CCOc1ccccc1NC(=O)c1ccc(F)c(S(=O)(=O)NCc2ccc3c(c2)OCO3)c1	-6%	-9%	.	-20%	0%	-7%	1%	8	-1%[60.1 µM]
COc1ccc(S(=O)(=O)N2CCOCC2)cc1NC(=O)/C=C/c1ccc(F)cc1	.	15%	8%	-18%	.	.	-1%	-7	-6%
